From PubChem
PAX8 reporter = inhibitors of PAX8 transcriptional activity in RMG-I cells; AID 652154; hit rate 1.2% among 360,000; inhibition, % at 12.6 µM; RMG-I TPO-luciferase reporter, SteadyGlo, 24 h;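 active = mean replicate inhibition at least 60% with every replicate also reaching 60%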;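 also: luciferase light reporting Pax8 driven TPO promoter activity; plate controls were median of neutral control wells for no effect and mitoxantrone controls for full effect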
PGC1a acetyl inh = PGC1a acetylation modulation, inhibitor mode | U2OS PGC1a acetylation, AlphaScreen anti-acetyl-lysine; with virally co-expressed GCN5 acetyltransferase | hit rate 0.17% among 350,000 | inhibition, % at 15.6 µM;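 active = every replicate shows inhibition of at least 40%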;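 also: 0% = neutral control wells and 100% = positive control wells; some results beyond the cut were filed as inactive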
Casp6 inh = blocks human caspase-6 cleavage activity | AID 686996 | inhibition, % at 12.5 µM | P55212 | hit rate 0.53% among 350,000 | purified caspase-6, Z-VEID-R110 cleavage fluorescence;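 active = mean inhibition across replicates at least about 35%, with every replicate also reaching that limit, limit read from the data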;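 also: 0% = median of neutral control wells and 100% = no fluorescence left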
Target sequence (P55212 24-179 limits assumed): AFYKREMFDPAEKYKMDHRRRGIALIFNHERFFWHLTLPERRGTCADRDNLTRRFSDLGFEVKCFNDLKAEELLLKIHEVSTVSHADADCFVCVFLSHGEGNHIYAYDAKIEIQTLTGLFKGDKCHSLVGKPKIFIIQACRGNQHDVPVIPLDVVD
Target sequence (P55212 194-293 limits assumed): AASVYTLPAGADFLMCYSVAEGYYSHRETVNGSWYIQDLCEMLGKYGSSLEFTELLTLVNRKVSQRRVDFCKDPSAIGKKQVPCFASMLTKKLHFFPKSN
FN deposit inh = fibronectin deposition inhibition; inhibition, % at 12.6 µM; AH1F fibroblasts, Alexa488-fibronectin deposition fluorescence, overnight; AID 743247; hit rate 0.086% among 350,000;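 active = mean inhibition across replicates of 30% or more, regardless of how many single replicates reach that level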;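 also: positive control wells lacked labelled fibronectin entirely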
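Test system: AH1F fibroblast monolayer depositing Alexa488-labelled fibronectin into matrix. Input: 10000 cells per well. Technique: fluorescence, ex 485 nm, em 525 nm. Buffer or medium: DMEM plus 2% serum, read in PBS. Timing: 1 h cell adhesion before compound, then overnight fibronectin incubation. Compound: single dose, pinned. Read-out basis: inhibition from reduced deposited-fibronectin fluorescence.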
EWS-Fli inh = EWS/Fli transcriptional activity inhibition; A673 NR0B1-luciferase reporter, viability-normalised; inhibition, % at 12.6 µM; hit rate 0.67% among 350,000; AID 651661;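 active = mean inhibition of at least 50% after viability correction, with every replicate also passing that limit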;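 also: firefly luciferase signal divided by Alamar Blue viability fluorescence both relative to DMSO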
LGR2 antag = inhibitors of bursicon-induced Drosophila LGR2 receptor cAMP signaling | HEK293 LGR2, CRE-luciferase, bursicon-stimulated, 4 h | inhibition, % at 9.99 µM | hit rate 0.35% among 380,000;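 active = drop in luminescence signal, shown as inhibition above about 50% in the replicate tests, limit read from the data, passing the limit was not always enough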;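 also: agonist challenge used bursicon conditioned medium at about half maximal strength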
miR-122 sensor = miR-122 inhibition in Huh7 cells; activation (reporter increase), % at 12.5 µM; Huh7 miR-122 Renilla luciferase sensor, 48 h; neutral wells = 0, positive control = 100; AID 602342; hit rate 0.3% among 340,000;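 active = mean replicate activation score at least 90 and every replicate individually at or above 90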;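 also: higher luciferase means less miR-122 activity so hits act as miR-122 inhibitors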
Cneo AK release = causes C. neoformans cell lysis; adenylate kinase release luminescence, 4 h; normalised: neutral wells 0, clomiphene wells 100; AID 651654; lysis activity, % at 15 µM; hit rate 0.2% among 360,000;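 active = mean lysis activity across replicates of at least 80%, whatever share of replicates individually reach that level; inactive = mean lysis activity below 80%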
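Material – log-phase Cryptococcus neoformans yeast cells · Input – 5 × 10^6 yeast cells/mL · Medium – fresh YPD growth medium · Doses – single compound concentration per well · Timing – static 4 h at 37 °C with compound, 1 h detection · Detection – adenylate kinase release luminescence · Read-out – signal increase indicating cell lysis · Control set – Clomiphene as positive lysis control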
* hit, by the source's call; . = not tested or not shown; [ ] = another dose, or the depositor's remark.

The first seven records as a preview:
SMILES	PAX8 reporter	PGC1a acetyl inh	Casp6 inh	FN deposit inh	EWS-Fli inh	LGR2 antag	miR-122 sensor	Cneo AK release
C=CCNC(=O)c1ccccc1NC(=O)c1ccc(Cl)c(S(=O)(=O)Nc2cccc(C)c2C)c1	21	-22	1	-2	8	-21	155*	2
O=C(CSc1nnc(SCC(=O)NCc2ccc3c(c2)OCO3)s1)NCc1ccc2c(c1)OCO2	7	5	.	-1	.	.	-17	0
CN1CCN(C(=O)C[C@H]2C[C@@H]3c4cc(NC(=O)Nc5ccccc5)ccc4O[C@@H]3[C@H](CO)O2)CC1	-24	-1	.	0	-3	-11	23[16.7 µM]	2
CC(C)C(=O)Nc1oc(-c2ccccc2)cc1C#N	0	.	2	.	-8	9	.	.
Fc1ccccc1Cn1c2[n+](c3ccc(C(F)(F)F)cc31)CCCCC2	4	2	1	-6	9	-12	-2	1
Cc1ccc(C(=O)OCCc2c(C)[nH]n(-c3ccccc3)c2=O)cc1	-29	-9	.	-1	.	.	-6	-3
CCCN1C[C@H](C)[C@@H](OC)CN(C)C(=O)c2cc(NC(=O)NC3CCCCC3)ccc2OC[C@H]1C	-9	.	-2	-4	3	-20	-1[16.7 µM]	-4

The list itself, previewed entries included:
SMILES	PAX8 reporter	PGC1a acetyl inh	Casp6 inh	FN deposit inh	EWS-Fli inh	LGR2 antag	miR-122 sensor	Cneo AK release
C=CCNC(=O)c1ccccc1NC(=O)c1ccc(Cl)c(S(=O)(=O)Nc2cccc(C)c2C)c1	21	-22	1	-2	8	-21	155*	2
O=C(CSc1nnc(SCC(=O)NCc2ccc3c(c2)OCO3)s1)NCc1ccc2c(c1)OCO2	7	5	.	-1	.	.	-17	0
CN1CCN(C(=O)C[C@H]2C[C@@H]3c4cc(NC(=O)Nc5ccccc5)ccc4O[C@@H]3[C@H](CO)O2)CC1	-24	-1	.	0	-3	-11	23[16.7 µM]	2
CC(C)C(=O)Nc1oc(-c2ccccc2)cc1C#N	0	.	2	.	-8	9	.	.
Fc1ccccc1Cn1c2[n+](c3ccc(C(F)(F)F)cc31)CCCCC2	4	2	1	-6	9	-12	-2	1
Cc1ccc(C(=O)OCCc2c(C)[nH]n(-c3ccccc3)c2=O)cc1	-29	-9	.	-1	.	.	-6	-3
CCCN1C[C@H](C)[C@@H](OC)CN(C)C(=O)c2cc(NC(=O)NC3CCCCC3)ccc2OC[C@H]1C	-9	.	-2	-4	3	-20	-1[16.7 µM]	-4
O=C(CCCn1c(=S)[nH]c2cc3c(cc2c1=O)OCO3)N1CCN(C2CCCCC2)CC1	.	-13	.	-9	.	.	-8	0
COc1ccc(N(CC(=O)NCCC2=CCCCC2)S(=O)(=O)c2ccccc2)cc1OC	6	.	-3	7	-10	-8	1	1
Cc1cccc(NC(=O)Cn2nnc(C(=O)Nc3ccc(F)c(Cl)c3)c2N)c1	3	5	-3	-14	.	8	-11	0
C[C@@H]1CN([C@@H](C)CO)C(=O)c2cccc(NC(=O)Nc3cccc4ccccc34)c2O[C@@H]1CN(C)Cc1ccc(C(F)(F)F)cc1	7	-13	5	.	11	7	.	.
O=S(=O)(c1ccc(F)cc1)N1CCCCN2[C@H](CO)[C@@H](c3ccc(-c4ccccc4)cc3)[C@@H]2C1	19	-9	0	.	4	-1	-29[16.7 µM]	5
CCOC(=O)N1CCN(C(=O)C[C@@H]2C[C@@]3(C(=O)OC)CCCCC=C3N(Cc3ccc(Cl)cc3Cl)C2=O)CC1	17	.	2	3	6	16	.	.
COc1c(O)cc(O)c2c(=O)cc(-c3ccccc3)oc12	.	-64	1	.	-58	-31	-5	-3
CC1(C(=O)NS(=O)(=O)c2ccccc2Cl)CCN1C(=O)Cc1ccc(Cl)cc1Cl (stereo unspecified)	-11	.	0	-4	-3	10	.	7
O=S(=O)(Nc1nc2ccccc2nc1N1CCN(CCO)CC1)c1cc(F)ccc1F	-3	-2	2	4	1	-6	-14	-2
CCCCOC(=O)c1ccc(Nc2ccc([N+](=O)[O-])cn2)cc1	6	.	-2	2	-8	-10	.	.
COC(=O)C1=C(C)N(Cc2ccccc2C(F)(F)F)C(=NCc2cccc(C(F)(F)F)c2)NC1c1ccc(C(F)(F)F)cc1 (stereo unspecified)	-26	.	-5	18	11	14	.	.
CCN(CC)c1cc(Cl)c2nonc2c1N	1	1	5	2	-33	-8	.	-4
Cc1ccc2nc(-c3ccncc3)[nH]c2c1	-75	7	3	8	-42	-8	-4	-5

A few values from above.
`CC1(C(=O)NS(=O)(=O)c2ccccc2Cl)CCN1C(=O)Cc1ccc(Cl)cc1Cl` (stereo unspecified) | FN deposit inh = -4
`COc1ccc(N(CC(=O)NCCC2=CCCCC2)S(=O)(=O)c2ccccc2)cc1OC` | Casp6 inh = -3
`O=C(CCCn1c(=S)[nH]c2cc3c(cc2c1=O)OCO3)N1CCN(C2CCCCC2)CC1` | FN deposit inh = -9
`CC(C)C(=O)Nc1oc(-c2ccccc2)cc1C#N` | PAX8 reporter = 0

(next part)
SMILES	PAX8 reporter	PGC1a acetyl inh	Casp6 inh	FN deposit inh	EWS-Fli inh	LGR2 antag	miR-122 sensor	Cneo AK release
CCCC(=O)Nc1ccc2c(c1)C(=O)N(C)C[C@@H](OC)[C@H](C)CN(C(=O)c1ccccn1)[C@@H](C)CO2	-20	0	.	3	-11	19	.	-3
Cc1cc(NC(=O)C(C)SCC(=O)N(Cc2ccccc2)c2ccccc2)no1 (stereo unspecified)	23	.	-1	-2	-3	22	.	-11
C[C@H]1CN([C@@H](C)CO)C(=O)c2cccc(NC(=O)C3CC3)c2O[C@H]1CN(C)S(=O)(=O)c1ccc(F)cc1	3	-25	.	-5	0	-11	-1[16.7 µM]	.
CCC(=O)NNC(=O)c1cc(COc2cc(Cl)cc(Cl)c2)on1	-1	8	2	-6	2	-12	.	.
COc1ccc(NC(=O)N(C)C[C@@H]2Oc3ccc(NS(=O)(=O)c4ccc(C)cc4)cc3C(=O)N([C@H](C)CO)C[C@H]2C)cc1	-13	4	.	.	-6	4	6[16.7 µM]	.
C[C@H]1CCCCO[C@@H](CN(C)S(C)(=O)=O)[C@@H](C)CN([C@@H](C)CO)C(=O)c2cc(N(C)C)ccc2O1	-10	-1	-4	.	15	16	-4[16.7 µM]	-2
COc1ccc(O)c(C(=O)c2cnc3c(c2)c(C)nn3C)c1	-6	6	-3	0	-8	11	-3	.
CCC(=O)N1[C@@H](C#N)[C@@H](c2ccccc2-c2cccc(C)c2)[C@@H]1CO	12	2	1	-10	-6	-8	.	.
S=C1NCN(Cc2cccnc2)CN1Cc1ccccc1	-9	-5	0	-13	-5	3	.	.
O=C(NCC(=O)N1CCN(S(=O)(=O)c2ccccc2C(F)(F)F)CC1)c1sc2ccccc2c1Cl	-4	5	0	3	6	8	.	3
CC(C)c1nnc(NC(=O)CN2C(=O)c3ccccc3C2=O)s1	.	.	5	.	3	8	-11	.
NC(=O)N/N=C/c1ccccc1OC(=O)c1cc2ccccc2oc1=O	-13	-4	-2	-27	-49	-15	-4	4
